Bioassay records as filed in PubChem.
TEAD-YAP inh: TEAD-YAP interaction inhibition, primary screen, TEAD-YAP interaction inhibitor project, luminescence, HEK-TIYL cells. 640,000 compounds, 1.4% hits. TEAD-Gal4/YAP UAS-luciferase luminescence. inhibition, % at 9.12 µM; in the data active = inhibition above about 32%;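 note: 0% = median of test compound wells and 100% = reference inhibitor wells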
MITF inh: MITF inhibitors, primary screen, biochemical, AlphaScreen, human; AlphaScreen MITF homodimerization, bead proximity signal; inhibition, % at 2.6 µM; Microphthalmia-associated transcription factor (Homo sapiens), O75030; AID 1259374, 2018; 650,000 compounds, 0.91% hits; in the data active = inhibition above about 50%;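 note: 0% = vehicle wells with protein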
GPR151 ag: activators of human GPR151, primary screen, cell-based, PathHunter beta-arrestin, luminescence; G-protein coupled receptor 151 (Homo sapiens), Q8TDV0; PathHunter beta-arrestin GPR151 cells; activation, % at 11.2 µM; 650,000 compounds, 1% hits; in the data active = activation above about 4.9%;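 note: 0% = median of compound wells and 100% = cells with positive control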
FBW7 act: FBW7 E3 ligase activators, primary screen, biochemical, AlphaScreen, human | AlphaScreen FBW7–phospho-cyclin E peptide binding, activator screen | normalized activity (activation), % at 26.1 µM | 650,000 compounds, 0.13% hits | AID 1259310, 2017; in the data active = normalized activity above about 1.9%;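 note: purified mutant Fbw7 with reduced substrate affinity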
Target sequence (Q969H0 whole entry, looked up): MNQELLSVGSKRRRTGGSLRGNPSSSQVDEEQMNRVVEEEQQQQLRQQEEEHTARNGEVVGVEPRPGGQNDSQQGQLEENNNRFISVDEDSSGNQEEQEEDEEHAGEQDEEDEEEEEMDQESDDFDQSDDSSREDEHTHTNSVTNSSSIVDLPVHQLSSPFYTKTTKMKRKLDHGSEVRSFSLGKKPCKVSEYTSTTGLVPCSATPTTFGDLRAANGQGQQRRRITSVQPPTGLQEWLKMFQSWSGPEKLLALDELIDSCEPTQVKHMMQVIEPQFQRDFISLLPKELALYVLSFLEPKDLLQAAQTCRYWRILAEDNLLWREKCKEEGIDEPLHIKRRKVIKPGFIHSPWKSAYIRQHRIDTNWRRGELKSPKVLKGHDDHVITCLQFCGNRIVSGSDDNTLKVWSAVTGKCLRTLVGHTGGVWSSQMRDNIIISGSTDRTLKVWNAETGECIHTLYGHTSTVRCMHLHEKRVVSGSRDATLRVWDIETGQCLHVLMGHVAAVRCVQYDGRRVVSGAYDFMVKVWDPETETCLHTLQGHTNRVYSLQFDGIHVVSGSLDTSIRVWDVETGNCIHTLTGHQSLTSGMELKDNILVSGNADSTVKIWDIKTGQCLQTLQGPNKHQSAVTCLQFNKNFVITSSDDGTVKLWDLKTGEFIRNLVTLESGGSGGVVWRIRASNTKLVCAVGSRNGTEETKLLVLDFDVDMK
* marks the source's active call; other numbers are inactive results.

SMILES	TEAD-YAP inh	MITF inh	GPR151 ag	FBW7 act
Cc1ccc(C(=O)COC(=O)c2cccnc2N)cc1	-19	5	-4.5	0.4
CN(CC1CCCO1)S(=O)(=O)c1ccc(C(=O)Nc2ccccc2Cl)cc1 (stereo not given)	0	-8	4.7	0.4
COc1ccc(/C=N/Nc2nnc3c4ccccc4n(C)c3n2)cc1	-2	16	-0.8	-0.3
COc1ccc(F)cc1S(=O)(=O)NC1CCCCCC1	-4	-15	0.6	0.1
CC(=O)c1cc2c(cc1NC(=O)Cn1nc(-c3ccc(C)cc3)ccc1=O)OCO2	-8	10	-0.2	0.2
Cc1cccc(NC(=O)/C(C#N)=C/c2ccccc2)n1	-3	-3	0.3	0.0
Cc1cccc(-c2cc3nc(C)c(C)c(N(C)CCO)n3n2)c1	3	7	-1.9	0.4
O=c1[nH]c(N2CCCCC2)nc2c1CN(Cc1nnnn1C1CCCCC1)CC2	-7	0	0.0	0.4
O=C(/C=C/c1ccc(Br)cc1)N1CCN(c2ncccn2)CC1	-13	2	0.0	0.0
CCC(C)NC(=S)Nc1ccccc1OC (stereo not given)	-9	-19	0.0	0.2
CCOc1cc(/C=C2/NC(=O)N(Cc3ccccc3F)C2=O)cc([N+](=O)[O-])c1O	3	22	-1.0	0.0
OC1CCCN(c2ccnc(Nc3ccc(N4CCOCC4)cc3)c2)C1 (stereo not given)	9	-6	2.6	0.0
O=C(CC1(O)C(=O)Nc2ccc(Cl)cc21)c1ccc2c3c(cccc13)CC2 (stereo not given)	0	-8	-0.8	-0.1
CSc1nc2cc(Oc3ccc(Br)c4ccccc34)c(Cl)cc2[nH]1	2	7	0.0	-0.1
O=C1NN(c2ccccc2)C(=O)/C1=C/c1ccc(-c2ccccc2[N+](=O)[O-])o1	3	-10	-0.6	0.0
CCCNC(=O)c1cccc(-c2cccs2)n1	9	-9	-0.1	0.0
Cc1ccc(-n2nc3c(c2-n2cccc2)CN(C(=O)CSCc2ccccc2)C3)cc1	1	9	0.8	-0.1
Cc1ccc(-n2[nH]c(C)c(/C=N/NC(=O)c3ccc(Br)cc3)c2=O)cc1	-6	4	-0.7	-0.1
O=C(Nc1ccccc1Br)c1c(O)c2ccccc2[nH]c1=O	-1	-1	0.8	0.3
N#Cc1c(C(F)(F)F)cc(-c2cccs2)nc1SCC(=O)NCc1ccccc1	-4	-6	-2.4	-0.3
COc1ccc(NC(=O)CN(Cc2ccccc2)S(C)(=O)=O)cc1	4	1	-1.6	0.3
CCC(C)NC(=O)c1ccc(N2CC3CC(C2)c2cccc(=O)n2C3)c(NC(=O)c2cc(OC)cc(OC)c2)c1 (stereo not given)	-4	0	-0.4	0.1
CC(=O)Nc1ccc2c(c1)OCCOCCOCCOCCOCCO2	-9	-24	-0.1	-0.1
Cn1c(=O)c2c(nc(Cl)n2CC(=O)NC(=O)NC(C)(C)C)n(C)c1=O	6	4	2.0	0.1
N#CC1=C(N)Oc2c(ccc3ccccc23)C1c1ccsc1 (stereo not given)	-5	-5	1.3	-0.1
Remaining list, next part:
SMILES	TEAD-YAP inh	MITF inh	GPR151 ag	FBW7 act
COCC(=O)N1Cc2cc(C)ccc2OC(C)C1 (stereo not given)	-1	15	-1.3	0.0
Cc1ccnc(NS(=O)(=O)c2ccc(NC(=O)c3ccc([N+](=O)[O-])cc3)cc2)n1	-5	10	-1.5	0.2
C=CC[C@@H]1CC=C[C@@H](C)N1Cc1c(C(=O)N2CCOCC2)nc2c(C)cccn12	1	16	-0.4	0.1
N/C(=N\N=C\c1cc(Br)ccc1O)c1nonc1N	-70	2	-1.2	0.0
COc1ccc2[nH]c3c(=O)n(CC(=O)NCc4ccccn4)c(=S)[nH]c3c2c1	9	19	3.2	-0.1
O=C(CSc1n[nH]c(=O)n1Cc1ccccc1)Nc1ccc(Br)cc1F	34*	-1	3.1	0.0
COc1ccc(CCC(=O)Nc2cccnc2)cc1	5	9	2.6	-0.1
Cc1ccc(NC(=O)c2cc(S(=O)(=O)N3CC(C)CC(C)C3)ccc2F)cc1C (stereo not given)	-3	-5	0.5	0.0
N#Cc1c(N2CCCCC2)nc(N)c2c(N)nc3c(c12)CC(c1ccccc1)O3 (stereo not given)	9	-7	0.4	0.9
C=CCOc1c(I)cc(CNCC)cc1OC	3	7	0.6	0.0
COCCCNC(=O)C1CSC(c2ccccc2C)N1C(=O)Nc1ccc(C)c(C)c1 (stereo not given)	-2	6	-0.2	0.0
Cc1ccccc1OCC(O)Cn1c(NCCN)nc2c1c(=O)n(C)c(=O)n2C (stereo not given)	-2	-7	-0.4	0.3
CCCCn1c(=N)n(CC(O)c2ccc(OCC)cc2)c2ccccc21 (stereo not given)	2	-11	-0.8	0.0
CCOC(=O)N1CCC(NS(=O)(=O)c2cc3c(cc2C)NC(=O)CO3)CC1	-6	-8	-0.7	-0.4
CN(C)CCCOc1cc(-c2cn[nH]c2)c(F)cc1NC(=O)C1COc2ccc(Cl)cc2C1 (stereo not given)	-2	3	-0.1	-0.2
Clc1ccc(-c2csc(=Nc3cccnc3)n2C2CC2)cc1	2	-1	-1.0	-0.3
CCn1c(-c2cccc(Br)c2)n[nH]c1=S	7	15	2.8	0.3
COc1ccc(C2C(C(=O)OC3CCCCC3)=C(C)NC3=C2C(=O)CC(C)(C)C3)cc1OC (stereo not given)	-3	1	-1.1	-0.1
O=C(CCc1nnc(CCc2ccccc2)o1)N1CCN(Cc2cccc(F)c2)CC1	3	-7	-0.5	-0.3
CN(C)c1ccc(S(N)(=O)=O)cc1N	1	2	-1.5	0.2
Cc1ccc2c(c1)-c1onc(C(=O)N3CCN(C4CCCCC4)CC3)c1CO2	6	1	2.7	-0.1
Cc1ccc2c(c1)c1nnc(SCC(=O)NC3CC3)nc1n2C	-3	20	0.2	0.0
CCCCOc1ccccc1NC1=NS(=O)(=O)c2cc([N+](=O)[O-])ccc21	-10	21	-0.4	0.8
CCCOc1cccc(C(=O)Nc2nnn(C)n2)c1	-16	-12	0.8	0.2
OCCN1CCN(c2ncnc3sccc23)CC1	-8	9	-1.7	0.0

Four compounds drawn at random from the list so far:
SMILES	TEAD-YAP inh	MITF inh	GPR151 ag	FBW7 act
C=CC[C@@H]1CC=C[C@@H](C)N1Cc1c(C(=O)N2CCOCC2)nc2c(C)cccn12	1	16	-0.4	0.1
Cc1ccc(NC(=O)c2cc(S(=O)(=O)N3CC(C)CC(C)C3)ccc2F)cc1C (stereo not given)	-3	-5	0.5	0.0
OCCN1CCN(c2ncnc3sccc23)CC1	-8	9	-1.7	0.0
COc1ccc2[nH]c3c(=O)n(CC(=O)NCc4ccccn4)c(=S)[nH]c3c2c1	9	19	3.2	-0.1

Remaining list, next part.
SMILES	TEAD-YAP inh	MITF inh	GPR151 ag	FBW7 act
COc1ccccc1N1CCN(C(=O)c2ccc(N3CCCC3=O)cc2)CC1	3	2	-0.5	-0.1
O=C1CSC(=Nc2ccc(Cl)cc2)N1	13	-12	0.4	0.0
O=[N+]([O-])c1ccn(Cc2ccccc2)n1	-14	14	0.8	0.4
Cc1ccc(-c2n[nH]c(=O)c3ccccc23)cc1S(=O)(=O)NC(C)(C)CO	-3	12	-1.0	0.1
Cc1ccccc1N1C(=O)CN(Cc2cccn2-c2nccs2)CC1C (stereo not given)	-11	-3	0.7	-0.2
O=C(NCCc1c[nH]c2ccccc12)/C(=C\c1ccco1)NC(=O)c1ccco1	-1	-21	1.3	-0.1
Cc1cc(Br)ccc1NC(=O)C(=O)NC(C)C	-20	1	2.8	0.0
Cc1nnc(-c2ccc(Oc3ccc(F)cc3)c([N+](=O)[O-])c2)o1	3	9	-0.3	-0.1
N#CC1=C(NC(=O)Cc2ccccc2[N+](=O)[O-])CCC1	8	-9	2.3	0.5
Cc1cc(C)n(C(=C(C(Cl)=C(Cl)Cl)[N+](=O)[O-])n2nc(C)cc2C)n1	13	14	0.7	0.3
Cc1cc(C)c2c(n1)nn1c(C)c(CCC(=O)N3CCCCC3)c(C)nc21	-2	6	-0.5	-0.1
Cc1ccc(NC(=O)CCC(=O)N2CCSc3ccccc32)cc1	5	7	-0.2	0.1
CCC(C)(O)C#CC#CC(C)(O)CC (stereo not given)	4	0	0.6	0.1
COc1cc(CNC2CCCC2)cc(OC)c1	6	27	-0.7	0.1
CCN(CC)S(=O)(=O)c1ccc2nc(NC(=O)c3ccc(OC)cc3OC)sc2c1	13	8	0.0	1.1
CC1CCN(c2nc3c(c(=O)[nH]2)CCN(Cc2cc4c(cc2Cl)OCO4)C3)CC1	-2	-6	0.2	-0.1
O=C(CN1C(=O)c2ccccc2C1=O)Oc1ccc(Cl)cc1	2	-2	0.4	-0.1
Cc1nnsc1C(=O)N/N=C/c1ccncc1	0	0	-1.1	-0.1
C=CCC1Cc2ccccc2C(CC=C)N1 (stereo not given)	4	12	-1.9	0.1
ON=C1c2ccccc2-c2ccccc21	3	2	0.5	0.1
CC(=O)Nc1ccc(S(=O)(=O)N2C(=O)c3cccc4cccc2c34)cc1	-6	-3	-0.9	-0.1
COc1ccc(CCNc2nc(NCc3ccc4c(c3)OCO4)nc3nc[nH]c23)cc1	5	-6	-0.6	0.0
O=C(O)c1c(-c2ccccc2)oc2ccc(O)cc12	-3	-2	0.3	-0.5
CC(=O)c1cccc(NC(=O)CSC2=C(C#N)C(c3ccco3)C3=C(CCCC3=O)N2)c1 (stereo not given)	12	2	1.4	-0.5
Cc1ccc(C(=O)Nc2cccc(C(F)(F)F)c2)o1	-5	19	7.1*	0.3
(cont.)
SMILES	TEAD-YAP inh	MITF inh	GPR151 ag	FBW7 act
Cc1cnc(NCCCN2CCCC2=O)nc1NCCN(C(C)C)C(C)C	-2	15	-1.9	0.2
Cn1cnnc1SCCNC(=O)c1ccc2c(c1)ncn2-c1ccccc1	-8	10	-1.0	0.0
Nc1cc(Cl)ccc1C(=O)OCC(=O)Nc1cccc(Cl)c1	-3	0	0.3	-0.2
CC(=O)N1CCN(c2ccc(C(=O)O)cc2[N+](=O)[O-])CC1	3	8	-0.3	0.0
O=C(O)CC1S/C(=N/N=C/c2ccccc2)N(c2ccc(O)cc2)C1=O (stereo not given)	17	11	1.9	0.1
CC(NC(=O)/C(C#N)=C/c1ccc([N+](=O)[O-])o1)c1ccccc1 (stereo not given)	2	14	2.2	0.1
COc1cccc(CC2(CCC(=O)NC(C)Cc3cccnc3)CCC(=O)N2)c1 (stereo not given)	1	-8	1.3	-0.1
CCCCCC1OCC(C)(C(=O)O)CO1 (stereo not given)	-12	-2	-1.1	-0.1
CCOC(=O)c1sc(-c2ccc(OC)cc2)cc1NC(=O)c1ccccc1Cl	-5	-5	-0.7	-0.1
O=c1[nH]ncc(N/N=C/c2c(F)cccc2Cl)c1Br	-38	-4	-0.8	-0.1
CCCN1CCN(c2ncnc3sc(C(=O)Nc4ccc(OCC)cc4)c(C)c23)CC1	-5	17	0.1	0.3
O=C(Cc1ccccc1F)OCC(=O)c1ccc(Cl)s1	1	-12	-0.3	0.1
Cc1ccsc1/C=C(\C#N)c1nc(-c2cc3cc(Cl)cc(Cl)c3oc2=O)cs1	2	11	0.3	0.0
O=C(CCC(=O)OCC(=O)c1ccc([N+](=O)[O-])cc1)Nc1cccc(C(F)(F)F)c1	6	7	-0.6	-0.4
O=C(Nc1ccc(N2CCCC2=O)cc1)c1ccc(Cl)cc1	-39	13	1.1	-0.1
CC1CC(C)CN(c2nc3c(c(=O)n(C)c(=O)n3C)n2Cc2ccccc2Cl)C1 (stereo not given)	0	14	-0.4	0.2
CC(C)CCOc1cccc(OCC(=O)N=C2N=C3C=CC=CN3Cc3ccccc32)c1	-50	-4	-6.1	-0.1
CCN(CC)CCSc1nnnn1-c1ccccc1	1	14	-1.3	0.6
N#Cc1ccccc1OCC(=O)OCC(=O)c1c[nH]c2ccccc12	9	0	-0.3	0.2
Cc1c(CNC2CCCC2)c(C(=O)O)c(C)n1Cc1ccc(F)cc1Cl	1	2	-0.1	0.0
Cc1ccc(Cn2cnc3sc4c(c3c2=O)CCC(NCCCO)C4)cc1 (stereo not given)	-6	3	0.0	0.1
CCOc1cc(C2C(C(=O)N3CCOCC3)=C(C)NC3=C2C(=O)CC(C)(C)C3)cc(Br)c1O (stereo not given)	2	8	-0.7	-0.1
N#Cc1ccc(C(=O)NCc2nc(-c3ccncc3)n[nH]2)cc1	8	15	5.3*	0.3
O=C(Nc1ccc2oc(-c3ccccc3)nc2c1)c1ccco1	-42	-9	-1.1	0.0
CNc1oc(-c2ccc(OC)cc2)nc1S(=O)(=O)c1ccc(C)cc1	3	4	0.2	0.1

Part of the list above, comma-delimited:
compound,TEAD-YAP inh,MITF inh,GPR151 ag,FBW7 act
O=c1[nH]ncc(N/N=C/c2c(F)cccc2Cl)c1Br,-38,-4,-0.8,-0.1
CCCN1CCN(c2ncnc3sc(C(=O)Nc4ccc(OCC)cc4)c(C)c23)CC1,-5,17,0.1,0.3
O=C(Cc1ccccc1F)OCC(=O)c1ccc(Cl)s1,1,-12,-0.3,0.1
Cc1ccsc1/C=C(\C#N)c1nc(-c2cc3cc(Cl)cc(Cl)c3oc2=O)cs1,2,11,0.3,0.0
O=C(CCC(=O)OCC(=O)c1ccc([N+](=O)[O-])cc1)Nc1cccc(C(F)(F)F)c1,6,7,-0.6,-0.4

Compounds as they come. Share with any hit: about 3.4%.
